FBPA coupling cs: counter-screen for Giardia aldolase inhibitors: coupling enzyme system; activity change, negative = inhibition, % at 58.2 µM, hits read low; AID 2472; coupling enzyme system counterscreen, AmpLite Red fluorescence; 0.67% of 290,000 active; in the data active means activity change below about -30%; further: on the % scale 0 is the no-effect control and ±100 the full control effect
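Final compound at 57.5 uM, incubated 10 min at RT with coupling enzyme reagent (glyceraldehyde-3-phosphate), then 20 min with substrate and AmpLite Red detection. Fluorescence read at 525/598 nm; tests interference with the coupling assay, not aldolase inhibition.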
GALK inh: inhibitors of human galactokinase | P51570 | Purified GALK, Kinase-Glo residual ATP luminescence | Potency, µM (series often up to 57.5 µM), inactives show at the highest dose activity change, negative = inhibition, usual class: inhibitors | 0.007% of 270,000 active; further: potency means the concentration at half of the fitted maximal effect; on the % scale 0 is the no-effect control and ±100 the full control effect
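Compounds were pin-transferred into ATP buffer (35 uM final), then GALK plus galactose (5 nM, 100 uM final) was added. After 1 h at room temperature, Kinase-Glo Plus was added and luminescence read after 10 min.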
TRPV1 agonist: human TRPV1 agonism; Q8NER1; TRPV1-expressing cells, Fluo-8 calcium influx, agonist mode; activation, % at 8.33 µM; 0.19% of 320,000 active; AID 540275; in the data active means activation above about 80%; inconclusive means between about 30% and that limit; further: 0% is about no effect
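Cells expressing TRPV1 were dye-loaded with Fluo-8 and read kinetically: 10 s baseline, 3 min after compound (agonist portion), then 2 min after EC20 capsaicin (allosteric enhancer portion). Calcium-bound dye fluorescence at 480/520 nm.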
hERG WT inh: inhibitors of human wildtype KCNH2 potassium channel; U2OS, BacMam KCNH2, thallium flux FluxOr; hits give low values; AID 720551; activity change, % at 1.84 µM; Q12809; 0.37% of 340,000 active;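 active means maximum activity change below -70%; inconclusive means maximum activity change between -70% and -50%; inactive means maximum activity change above -50%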; further: on the % scale 0 is the no-effect control and ±100 the full control effect
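U2OS cells transduced with wild-type KCNH2 virus are loaded with FluxOr dye for 45 min, and thallium flux is measured in kinetic reads before and after stimulation buffer. Rate constants are normalized to DMSO controls.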
KCNH2 3.1 inh: blocks the human KCNH2 3.1 channel isoform; U2OS KCNH2 3.1, thallium flux FluxOr; hits give low values; activity change, % (tested at about 1.8 µM); 0.95% of 340,000 active;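 active means maximum activity change below -70%; inconclusive means maximum activity change from -70% to -50%; inactive means maximum activity change above -50%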;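 further: thallium influx rate constant from kinetic fluorescence after stimulation buffer; on the % scale 0 is the no-effect control and ±100 the full control effect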
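Virally transduced U2OS (3.1 isoform, 4 h infection in dark at RT) → overnight 37 C → FluxOr + Red40 in HBSS/HEPES, 45 min → stimulation buffer, 2 min kinetic read → rate constant vs DMSO controls.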
S-ASM inh: blocks human secretory acid sphingomyelinase; P17405; placental ASM, HMU-PC fluorogenic substrate, 60 min; Potency, µM (doses to about 57.5 µM), for the others: at the top dose activity change, negative = inhibition, actives largely listed as inhibitors; 0.006% of 340,000 active; further: potency means the concentration at half of the fitted maximal effect
Target sequence (P17405 47-631 limits assumed): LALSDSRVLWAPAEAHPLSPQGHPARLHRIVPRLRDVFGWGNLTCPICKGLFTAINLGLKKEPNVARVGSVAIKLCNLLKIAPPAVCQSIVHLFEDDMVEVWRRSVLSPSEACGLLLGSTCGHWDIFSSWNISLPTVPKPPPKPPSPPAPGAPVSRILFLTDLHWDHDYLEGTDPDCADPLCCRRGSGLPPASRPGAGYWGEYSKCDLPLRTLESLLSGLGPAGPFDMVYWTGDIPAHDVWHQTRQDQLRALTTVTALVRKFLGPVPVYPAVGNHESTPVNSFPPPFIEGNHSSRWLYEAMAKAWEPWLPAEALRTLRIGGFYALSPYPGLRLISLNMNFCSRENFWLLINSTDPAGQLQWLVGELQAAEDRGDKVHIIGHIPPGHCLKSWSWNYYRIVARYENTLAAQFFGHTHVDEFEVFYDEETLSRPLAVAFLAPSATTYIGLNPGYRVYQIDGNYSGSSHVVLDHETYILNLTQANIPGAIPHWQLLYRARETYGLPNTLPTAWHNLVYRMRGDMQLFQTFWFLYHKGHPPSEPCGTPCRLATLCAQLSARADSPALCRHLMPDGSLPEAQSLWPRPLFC
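Fluorogenic HMU-PC substrate (9 uM final) is turned over by placental ASM in 60 min at 37 C after a 10 min compound preincubation. Reaction ended by alkaline stop (pH 10), with fluorescence read at 386/447 nm.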
A-T KAP1 phos: potential ataxia-telangiectasia treatments restoring KAP-1 phosphorylation; […] A-T fibroblasts, KAP-1 phosphorylation AlphaLISA; neocarzinostatin DNA damage 30 min before lysis; 0.19% of 320,000 active; Potency, µM (highest dose often 57.5 µM), for the others: at the top dose activation, most hits filed as activators; AID 485349; further: potency means the concentration at half of the fitted maximal effect; % of control where 0% means no effect; nearly all actives have a fitted effect of over 45% in size
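hTERT-immortalized A-T patient fibroblasts ([…]), 500 cells/well in OPTI-MEM, 1% FBS, got compounds for 60 min, then NCS for 30 min at 37C. Lysates were then assayed for phospho-KAP-1 by AlphaLISA (anti-pKAP1 donor, anti-KAP1 acceptor beads), 6 hr at 25C.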
MBNL1 CUG block: blocks human MBNL1 binding to CUG repeat RNA; Q9NR56; TR-FRET MBNL1-His/biotin-(CUG)12 binding, 665/545 ratio; Potency, µM (titrated, usually from 57.5 µM), for the others: at the top dose activity change, negative = inhibition, hits mostly inhibitors; 0.036% of 280,000 active; AID 2675; active means well fitted inhibition curve with a large enough effect in the signal ratio, with a control signal flat, not every such curve was filed as active; inconclusive means small, poorly fitted or top-dose-only effect, or effect the other way, or a change in a side signal; inactive means no such curve, though single readings can be large or run the other way; the % refers to the signal ratio; further: potency means the concentration at half of the fitted maximal effect; on the % scale 0 is the no-effect control and ±100 the full control effect
Target sequence (Q9NR56 whole entry, looked up): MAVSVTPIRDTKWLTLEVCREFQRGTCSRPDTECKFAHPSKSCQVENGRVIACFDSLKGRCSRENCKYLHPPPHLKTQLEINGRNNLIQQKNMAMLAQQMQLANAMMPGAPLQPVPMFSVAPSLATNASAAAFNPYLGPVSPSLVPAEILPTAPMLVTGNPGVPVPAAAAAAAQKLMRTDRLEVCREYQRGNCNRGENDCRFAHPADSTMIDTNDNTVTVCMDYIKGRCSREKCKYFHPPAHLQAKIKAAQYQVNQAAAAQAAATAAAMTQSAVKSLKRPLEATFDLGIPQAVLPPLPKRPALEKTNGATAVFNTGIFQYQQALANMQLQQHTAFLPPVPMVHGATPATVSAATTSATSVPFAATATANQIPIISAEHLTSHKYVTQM
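TR-FRET between His-tagged MBNL1 and biotin-(CUG)12 RNA, detected with Tb anti-His antibody (0.055 ng/ul) and streptavidin-XL665 (5 nM), 60 min at room temperature. Compounds titrated 92 nM to 58 uM; 665/545 nm ratio normalized to buffer and complex controls.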
CXXC DNA block: blocks binding of human MLL CXXC domain to DNA. AID 2662. MLL-CXXC / FITC-HOXA9 DNA fluorescence polarization. Potency, µM (titrated, usually from 115 µM), inactives show at the top dose activity change, negative = inhibition, most hits filed as inhibitors. 0.037% of 290,000 active. Q03164; active means well fitted inhibition curve with a large enough effect in the polarisation, with a control signal flat, not every such curve was filed as active; inconclusive means small, poorly fitted or top-dose-only effect, or effect the other way, or a change in a side signal; inactive means no such curve, though single readings can be large or run the other way; the % refers to the polarisation; further: potency means the concentration at half of the fitted maximal effect
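Steps: dispense CXXC domain solution (7 uM) → pin compounds or unlabeled HOX-A9 DNA control → 5 min ambient → add FLSN-HOX-A9 solution (50 nM) → spin → 30 min ambient → fluorescence polarization. Tris pH 7.5/NaCl/DTT/BSA buffer.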
Integrin act MD: activators of alpha7 integrin expression for muscular dystrophy | Potency, µM (doses to about 38.3 µM), inactives show at the highest dose activation, hits mostly activators | 0.064% of 350,000 active | alpha7betagal myoblasts, beta-gal FDG fluorescence, 48 h;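 further: potency means the concentration at half of the fitted maximal effect; 100% = response of the positive control SU9516; nearly all actives have a fitted effect of over 60% in size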
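alpha7betagal+/- myoblasts (passage 13, 250/well) treated 48 h at 37C with compounds at 1:260 dilution of DMSO stock. Lysed, then beta-galactosidase activity read as FDG fluorescence (ex 480/em 540) after 30 min, with pre-read for autofluorescence.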
The depositor's hits bear a star; u = inconclusive; x = not tested or not shown; [ ] = remark or other dose. Unless noted, the call rests on the fitted dose curve; in most records, active means well fitted curve in the direction sought with a large enough effect; inconclusive means small, poorly fitted or top-dose-only effect, or another doubt; inactive means no such curve, though single readings can be large; an effect the other way counts as inactive or inconclusive.

Start of the listing, in advance:
structure | FBPA coupling cs | GALK inh | TRPV1 agonist | hERG WT inh | KCNH2 3.1 inh | S-ASM inh | A-T KAP1 phos | MBNL1 CUG block | CXXC DNA block | Integrin act MD
CCOC1=NC(=C(c2ccccc2)c2ccccc2)OC1=O | x | x | x | 1 | -8 | 13% | x | x | x | 12%
Brc1cccc(CNCc2cccs2)c1 | -1 | -1% | 4 | 3 | 9 | 1% | -4% | -3% | -2% | 33%

The whole of this part (from the top)
structure | FBPA coupling cs | GALK inh | TRPV1 agonist | hERG WT inh | KCNH2 3.1 inh | S-ASM inh | A-T KAP1 phos | MBNL1 CUG block | CXXC DNA block | Integrin act MD
CCOC1=NC(=C(c2ccccc2)c2ccccc2)OC1=O | x | x | x | 1 | -8 | 13% | x | x | x | 12%
Brc1cccc(CNCc2cccs2)c1 | -1 | -1% | 4 | 3 | 9 | 1% | -4% | -3% | -2% | 33%
O=C(Cc1ccc(NC(=O)C2CCCN(C(=O)C3CCCC3)C2)cc1)Nc1cccc(C(=O)N2CCCCC2)c1 (stereo not drawn) | x | x | x | -3 | -1 | 1% | x | x | x | 1%
CCCC(=O)N1CCN(c2ccc([N+](=O)[O-])c(NC(C)c3ccccc3)c2)CC1 (stereo not drawn) | -7 | 2% | u | -4 | -10 | 0% | -4% | u | -2% | 10%
COC(=O)c1cc(OC)c(OC)cc1NCC(=O)Nc1ccc(C)cc1 | 1 | 0% | -4 | 7 | 7 | 196%[activator] | 4% | -4% | 7% | -16%
CC(C)(C)NC(=O)C(c1ccco1)N(Cc1ccc2c(c1)OCO2)C(=O)c1snc(C(N)=O)c1N (stereo not drawn) | 1 | -2% | 13 | 4 | 7 | 59%[activator] | 1% | 11% | -2% | u
COc1ccc(OC)c(/C=C/C(=O)OCC(=O)N2CCCCC2)c1 | x | x | x | -14 | 12 | 339%[activator] | 22% | x | x | 2%
Cc1nn(Cc2c(Cl)cccc2Cl)c(C)c1NC(=O)c1cc(C(C)C)on1 | -1 | 2% | x | -4 | 10 | 2% | 9% | -7% | 0% | 18%
O=C(NCCCN1CCOCC1)C1Nc2ccc(OC(F)(F)F)cc2C2C=CCC12 (stereo not drawn) | x | x | x | 4 | 4 | 1% | x | x | x | -2%
CCCNc1c(NS(=O)(=O)c2cccs2)c(=O)oc2ccccc12 | 0 | 7% | -1 | 6 | -2 | 1% | 0% | 1% | 15% | 4%
CC1CC(CCC(=O)NC(=S)Nc2ccc(S(N)(=O)=O)cc2)C(=O)O1 (stereo not drawn) | 0 | 0% | -1 | 11 | 10 | 4% | 3% | -3% | 11% | 29%
COc1ccc(NS(=O)(=O)c2cc(NC(=O)c3cccc(OCc4c(C)noc4C)c3)ccc2OC)cc1 | -1 | 2% | 3 | 12 | 2 | -4% | -3% | x | 6% | -11%
Cc1cccn2c(=O)c(C=Nc3ccccc3)c(NCCO)nc12 | 0 | 0% | 6 | 0 | 7 | 208%[activator] | 4% | u | -3% | -24%
Clc1ccc(C2=CC(c3ccco3)n3ncnc3N2)cc1 (stereo not drawn) | 0 | 3% | 29 | 6 | -21 | 16% | 4% | u | u | 15%
Cc1noc(C)c1COC(=O)c1cc(=O)[nH]c2ccccc12 | 3 | -1% | 1 | -4 | -2 | 12% | 2% | 10% | -13% | 27%
CN1C2C=C(N(CCc3c[nH]c4ccccc34)C(=O)c3ccc(Cl)cc3)CC1CC2 (stereo not drawn) | 0 | 1% | x | 7 | -16 | -3% | 1% | 4% | 1% | -62%[inhibitor]
COc1ccccc1N1CCN(C(=O)C2CCC(CNS(=O)(=O)c3ccc(NC(C)=O)cc3)CC2)CC1 (stereo not drawn) | 0 | x | 3 | -4 | 15 | -2% | 0% | -5% | -7% | -13%
O=C(Oc1ccccc1C(=O)Nc1ccccc1)c1ccccc1Br | 1 | -1% | 6 | 7 | -5 | -13% | -1% | 0% | 157%[activator] | 14%
O=C(NC1=NCCS1)c1ccccc1Br | x | x | x | 4 | -9 | -5% | x | x | x | -11%
COc1ccc(N2CCN(Cc3cc(=O)oc4cc(C)c(Cl)c(C)c34)CC2)cc1 | 2 | 1% | -1 | -13 | -17 | -1% | -2% | 5% | 11% | 4%
CCOc1cc(/C=N/N2CCOCC2)ccc1OCc1ccc(C(=O)OC)o1 | 2 | 4% | 8 | 0 | -1 | 2% | 1% | x | 7% | 7%
CC(NC(=O)NNC(N)=S)(C(F)(F)F)C(F)(F)F | 3 | 2% | -1 | -11 | 9 | 4% | -3% | -12% | 10% | 9%
CN(c1ccccc1)c1nc(N)c([N+](=O)[O-])c(Nc2ccccc2F)n1 | 0 | -3% | -7 | 6 | -8 | -24% | 33% | -9% | -13% | 12%
Cc1cccc(CCNC(=O)CC2C(=O)NCCN2Cc2ccccc2C)n1 (stereo not drawn) | x | -4% | -6 | 6 | 6 | 6% | -9% | -4% | 18% | -20%
CC(C)CNC(=O)COC(=O)/C=C/c1ccccc1[N+](=O)[O-] | 2 | 4% | -2 | 19 | x | 0% | x | u | 2% | 0%

Record cards, from the list above. Order of values: FBPA coupling cs	GALK inh	TRPV1 agonist	hERG WT inh	KCNH2 3.1 inh	S-ASM inh	A-T KAP1 phos	MBNL1 CUG block	CXXC DNA block	Integrin act MD
`Cc1nn(Cc2c(Cl)cccc2Cl)c(C)c1NC(=O)c1cc(C(C)C)on1` across the screens: -1	2%	x	-4	10	2%	9%	-7%	0%	18%
`O=C(NCCCN1CCOCC1)C1Nc2ccc(OC(F)(F)F)cc2C2C=CCC12` (stereo not drawn) across the screens: x	x	x	4	4	1%	x	x	x	-2%
`Cc1cccn2c(=O)c(C=Nc3ccccc3)c(NCCO)nc12` across the screens: 0	0%	6	0	7	208%[activator]	4%	u	-3%	-24%

3 compounds from above, arranged by molar mass, ascending.
structure | FBPA coupling cs | GALK inh | TRPV1 agonist | hERG WT inh | KCNH2 3.1 inh | S-ASM inh | A-T KAP1 phos | MBNL1 CUG block | CXXC DNA block | Integrin act MD
CCOC1=NC(=C(c2ccccc2)c2ccccc2)OC1=O | x | x | x | 1 | -8 | 13% | x | x | x | 12%
CCCC(=O)N1CCN(c2ccc([N+](=O)[O-])c(NC(C)c3ccccc3)c2)CC1 (stereo not drawn) | -7 | 2% | u | -4 | -10 | 0% | -4% | u | -2% | 10%
CN1C2C=C(N(CCc3c[nH]c4ccccc34)C(=O)c3ccc(Cl)cc3)CC1CC2 (stereo not drawn) | 0 | 1% | x | 7 | -16 | -3% | 1% | 4% | 1% | -62%[inhibitor]

(listing goes on)
structure | FBPA coupling cs | GALK inh | TRPV1 agonist | hERG WT inh | KCNH2 3.1 inh | S-ASM inh | A-T KAP1 phos | MBNL1 CUG block | CXXC DNA block | Integrin act MD
O=C(COC(=O)CNC(=O)c1cccc(F)c1)NCCC1=CCCCC1 | 2 | 0% | 22 | -4 | 12 | 0% | -1% | 0% | 8% | 15%
O=C(NCC1CCCO1)C1CC(=O)N(c2ccc(Cl)cc2)C1 (stereo not drawn) | 0 | 1% | 2 | 1 | -19 | -4% | 6% | 3% | 5% | 3%
COc1ccc(C)cc1NC(=O)CCNS(=O)(=O)c1cccc(C(F)(F)F)c1 | 0 | 4% | 4 | -4 | 23 | -2% | -7% | 2% | 24% | -5%
CCc1cc(=O)oc2cc(OCC(=O)O)c(Cl)cc12 | 11 | 0% | 4 | -7 | -5 | 12% | 1% | -3% | -7% | 1%
CCOc1nc(OCC)c2[nH]c(C(=O)O)c(Br)c2n1 | x | x | x | 16 | 7 | 5% | x | x | x | 26%
CCOC(=O)c1ccccc1NC(=O)Cn1cnc2c(oc3ccccc32)c1=O | 2 | 1% | -2 | 0 | -1 | 2% | x | 71%[activator] | 1% | -19%
CC(C)(C)C(=O)Nc1ccc(-c2nc3ccccc3c(=O)o2)cc1 | -2 | 0% | 3 | -3 | x | 44%[activator] | -3% | -10% | -22% | -19%
COc1cc(C(=O)NCCOc2ccccc2C)cc(OC)c1OC | 2 | x | -2 | -3 | 0 | -2% | 26% | 3% | 57%[activator] | -23%
NC(=O)c1ccsc1NC(=O)COC(=O)/C=C/c1ccc([N+](=O)[O-])cc1 | 5 | x | 0 | 1 | -14 | -2% | -3% | 11% | -9% | -5%
O=C(Nc1ccc2c(c1)OCO2)NC1CCN(Cc2ccccc2)CC1 | -2 | 0% | 15 | 13 | 10 | -5% | 0% | 5% | 0% | 8%[7.66 µM]
NC(=O)CS(=O)(=O)c1ccc(Cl)cc1 | -2 | -3% | 4 | 13 | 22 | 0% | -4% | -7% | -4% | 4%
COc1ccccc1N1CCN(C(=O)C2CCCCN2S(=O)(=O)c2ccc(C)cc2)CC1 (stereo not drawn) | -1 | -3% | 12 | -6 | 11 | 3% | -1% | -12% | 0% | -27%
COC(=O)c1cccc2c1-c1ccccc1/C2=N\NC(N)=O | -9 | -2% | -2 | -147* | -190* | -5% | x | u | -2% | 21%
